# Assay outcomes deposited in PubChem BioAssay by ICCB-Longwood Screening Facility, Harvard Medical School.
# PV pol inh: poliovirus RNA polymerase inhibition; 150,000 compounds, 0.66% hits; P03300; poliovirus polymerase elongation, fluorescence polarization; active compounds read low; % elongation, % (compound at 16.7 µg/mL); in the data active means % elongation below about 90%; further: some results filed as inactive read as strong as hits
# Target sequence (P03300 1749-2209 limits assumed): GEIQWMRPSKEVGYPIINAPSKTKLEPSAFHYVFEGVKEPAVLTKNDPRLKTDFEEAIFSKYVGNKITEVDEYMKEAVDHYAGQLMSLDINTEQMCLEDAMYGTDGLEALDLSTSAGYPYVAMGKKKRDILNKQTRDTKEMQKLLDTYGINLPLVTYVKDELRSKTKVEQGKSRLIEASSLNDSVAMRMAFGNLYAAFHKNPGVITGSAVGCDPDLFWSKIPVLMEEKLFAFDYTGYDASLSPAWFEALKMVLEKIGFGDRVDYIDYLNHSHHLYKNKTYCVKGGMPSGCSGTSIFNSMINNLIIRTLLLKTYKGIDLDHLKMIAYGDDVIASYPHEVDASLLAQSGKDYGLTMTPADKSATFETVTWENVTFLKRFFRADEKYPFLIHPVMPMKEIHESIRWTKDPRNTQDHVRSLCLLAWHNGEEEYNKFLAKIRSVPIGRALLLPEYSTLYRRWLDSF
# PV pol inh FP z-score: second read-out of PV pol inh, no call of its own (marks repeat the call); z-score; measured here: FP z-score; hits read low
# An asterisk follows results filed as active; & = joins results of further samples. The list is partial. The share of hits here may be higher or lower than overall.
# The opening seven compounds, ahead of the listing:
SMILES,PV pol inh,PV pol inh FP z-score
CN(C)c1ccc(/C=N/S(=O)(=O)c2ccccc2)cc1,118,1.4
CNc1ccccc1C(C)(C)c1cc(-c2cc(OC)cc(OC)c2)n[nH]1,100,-0.4
Cc1cc(C)n(CNc2ccc(I)cc2)n1,99,-0.1
COc1ccccc1C(=O)Nc1c(C(=O)c2ccccc2)oc2ccccc12,99,-1
O=C(CSc1nc2c(c(=O)[nH]1)CCCC2)Nc1cccc(O)c1,107,0.1
N#Cc1ccc(C2Nc3cccc4cccc(c34)N2)cc1,99,-0.8
CC(C)(C)N1C(=O)c2ccccc2C1=O,102,0.1

# The list itself, previewed entries included:
SMILES,PV pol inh,PV pol inh FP z-score
CN(C)c1ccc(/C=N/S(=O)(=O)c2ccccc2)cc1,118,1.4
CNc1ccccc1C(C)(C)c1cc(-c2cc(OC)cc(OC)c2)n[nH]1,100,-0.4
Cc1cc(C)n(CNc2ccc(I)cc2)n1,99,-0.1
COc1ccccc1C(=O)Nc1c(C(=O)c2ccccc2)oc2ccccc12,99,-1
O=C(CSc1nc2c(c(=O)[nH]1)CCCC2)Nc1cccc(O)c1,107,0.1
N#Cc1ccc(C2Nc3cccc4cccc(c34)N2)cc1,99,-0.8
CC(C)(C)N1C(=O)c2ccccc2C1=O,102,0.1
O=C(Nc1cc(-c2ccccc2)sc1C(=O)O)c1cccc(F)c1,104,-0.5
O=C(CN1C(=O)COc2ccc(S(=O)(=O)N3CCCC3)cc21)N1CCN(c2cccc(C(F)(F)F)c2)CC1,101,-1.1
COc1ccccc1C(=O)Nc1sc2c(c1C(N)=O)CCC2,103,0.7
COc1cc(Cl)c(NC(=O)CC(C)S(=O)(=O)c2cc3c(cc2C)NC(=O)CO3)c(OC)c1 (configuration not stated),108,0.4
CCOC(=O)c1ccccc1NC(=O)N1CCCn2nc(C)cc21,108,-0.1
COc1ccc(-c2nc(Cn3c(SCc4ccccc4C)nc4ccncc43)c(C)o2)cc1OC,103,0.3
Cc1nc(COC(=O)c2n[nH]c3ccccc23)cs1,102,0
COC(=O)c1ccccc1NC(=O)CSc1nc(=O)cc(N)n1-c1ccccc1,108,-0.4
c1ccc(C(c2ccccc2)N2CCN(CC3(c4ccccc4)OCCO3)CC2)cc1,103,-0.1
CC(C)CC(C(=O)N(C)Cc1ccccc1)N1Cc2ccccc2C1=O (configuration not stated),101,-0.2
CNc1nc(N)c(C(=O)C(C)(C)C)s1,100,0
O=C(OCC(=O)c1ccccc1)C1=NN(c2ccccc2)C(=O)CC1,103,0.1
N#Cc1sc2nc(N3CCCCC3)c3c(c2c1N)CCCC3,99,-0.6
CC(=O)N1CCc2cc(S(=O)(=O)C(C)CC(=O)Nc3ccc(Br)c(C)c3)ccc21 (configuration not stated),107,0
CCCN=Cc1c(CCC)[nH]n(-c2nc3ccccc3s2)c1=O,101,-0.2
CC[C@@H](C(=O)C(C)[C@@H](O)[C@H](C)CCc1ccc(C)c(O)c1C(=O)O)C1OC(CC)(C2CC[C@](O)(CC)[C@H](C)O2)C[C@@H]1C (some centres not stated),101,0.2
Cc1ccccc1N1C(=O)c2ccccc2S1(=O)=O,104,0.5
CC(C)(C)c1ccc(OCCn2cc(C(=O)c3ccco3)c3ccccc32)cc1,105,0
CCn1nc(-c2ccccc2)c(-c2ccccc2)c(C(=O)Nc2nc(C)c(C(C)=O)s2)c1=O,102,-1
O=C(NCCCN1CCOCC1)NCc1cccc2ccccc12,107,0.7
COc1cc(CNCc2ccco2)ccc1OCC(N)=O,105,0.8
CC(Oc1ccc(Cl)cc1Cl)C(=O)Nc1ccc2oc(-c3ccncc3)nc2c1 (configuration not stated),102,0.9
O=C(O)c1ccccc1NCc1ccccc1Cl,101,-0.2

# Part of the list above in order of length of the SMILES, smallest number first.
SMILES,PV pol inh,PV pol inh FP z-score
N#Cc1sc2nc(N3CCCCC3)c3c(c2c1N)CCCC3,99,-0.6
CCCN=Cc1c(CCC)[nH]n(-c2nc3ccccc3s2)c1=O,101,-0.2
CC(=O)N1CCc2cc(S(=O)(=O)C(C)CC(=O)Nc3ccc(Br)c(C)c3)ccc21 (configuration not stated),107,0

# The list goes on:
SMILES,PV pol inh,PV pol inh FP z-score
CCCNc1ncnc2c1c(-c1ccccc1)cn2-c1ccc(OCC)cc1,114,1.2
CNC(=O)CCC(=O)Nc1cc(Cl)ccc1Cl,103,0.2
Cc1ccc(Nc2nc(N)nc(CSc3nc4c(n3-c3ccccc3)CCCC4)n2)cc1,107,0.6
O=C1Nc2ccccc2O/C1=C\c1ccccc1,103,0.6
COc1cccc2cc(C(=O)NCCc3c(C)[nH]c4ccc(F)cc34)c(=O)oc12,107,0.6
Fc1ccccc1-c1nc(-c2cccc(C(F)(F)F)c2)no1,102,-0.2
O=C(c1ccc(Cl)cc1)N1CCOCC1,99,-0.4
CN(Cc1ccccc1)Cc1c(O)ccc2ccccc12,102,-0.1
Cc1c(NC(=O)NCc2ccccc2)n(C)c(=O)n1-c1ccccc1,103,0.9
NC(=S)N1N=CCC1(O)C(F)(F)F (configuration not stated),106,0.4
CC1CCN(c2nc3ccccc3nc2SCC(=O)Nc2ccccc2C(C)C)CC1,106,0.2
O=C(C1CCCN1C(=O)c1cccs1)N1CCN(S(=O)(=O)Cc2ccccc2)CC1 (configuration not stated),104,0.3
Cc1cccc(CNC(=O)c2ccc(Cn3c(SCc4ccccc4)nc4cccnc43)cc2)c1,115,0.8
CCOC(=O)c1sc2ccccc2c1S(=O)(=O)Nc1c(C)cccc1C,107,0.2
CC(CCc1ccccc1)NC(=O)C(C)N1CCN(C(=O)c2ccccc2)CC1 (configuration not stated),103,0.1
COc1ccc(-n2nc3c(c2NC(=O)C(=O)N2CCN(C)CC2)CSC3)cc1,109,0.7
CC(=O)Oc1ccccc1C(=O)NCCC1=CCCCC1,104,0.9
COc1ccc(N2CCN(CC(O)COc3ccccc3)CC2)cc1 (configuration not stated),99,-0.3
COCCn1ccc2c(OCC(=O)NCc3ccco3)cccc2c1=O,101,-0.7
Cc1nc(CSc2nc(N)c(C#N)cc2C#N)cs1,111,0.4
CC1(C(=O)Nc2ccccc2)Cc2ccccc2C(=O)O1 (configuration not stated),102,-0.5
CC(C)(C)c1ncc(S(=O)(=O)c2ccc(C(F)(F)F)cn2)c(N)n1,103,-0.3
CN1CCC(N(C)C(=O)c2cc(-c3ccco3)nc3ccccc23)CC1,103,0.4
COc1cccc(N2CCN(C(=O)C3CCN(S(=O)(=O)c4c(C)noc4C)CC3)CC2)c1,115,0.7
C=CCn1c(C(F)(F)F)nc2ccccc21,100,-0.2
CNC(=O)c1c(NC(=O)Cc2coc3cc(C)ccc23)sc2c1CCCC2,100,-0.7
CCN(CC)c1ccc2c(C)c(CO)c(=O)oc2c1,102,0.5
N#CC1=Cc2ccccc2C2NN3C(C#N)=Cc4ccccc4C3NN12 (configuration not stated),103,0.7
CCN(Cc1ccccc1)C(=O)Cc1c[nH]c2ccccc12,100,0
Cc1cc(C)c2c(n1)nn1c(C)c(CCC(=O)NC(C)C)c(C)nc21,102,-0.5
O=[n+]1cc(-c2ccc(Br)cc2)n([O-])c2c1CCC2,103,0.2
O=C(Nc1ccccc1)N1CCCN(c2nc3ccc(Cl)cc3s2)CC1,102,-1
COc1ccc(OC)c(CNc2ncc(-c3ccc(Cl)cc3)n2C)c1,100,-0.8
N#Cc1c(NC(=O)C(F)(F)F)oc(-c2ccccc2)c1-c1ccccc1,101,-0.2
CCCCN(c1ccccc1)S(=O)(=O)c1ccc(F)cc1F,105,0.4
O=C(Nc1ccc2cn[nH]c2c1)c1cc(=O)c2ccccc2o1,98,-1.7
Cn1c(C(=O)NCCC2=CCCCC2)cc2c(=O)n(C)c3ccccc3c21,103,0.5
CCCS(=O)(=O)N1CCC(C(=O)NCCc2ccccc2)CC1,101,0.2
COc1cccc(-c2cc(C(F)(F)F)nc(NCCc3ccccc3)n2)c1,104,-0.1
c1ccc(OCCn2c3ccccc3c3nc4ccccc4nc32)cc1,102,0.1
Cc1nn(Cc2ccccc2Cl)c(C)c1C(=O)NCc1cccs1,104,-0.2
Clc1ccc(Nc2nnc3c4ccccc4c4ccccc4c3n2)cc1,107,0.3
Cn1ncc2c(NNS(=O)(=O)c3ccccc3)ncnc21,102,0.1
CCn1c(=O)cc(SCC(=O)NCCc2cccc(C)c2)c2ccccc21,106,-0.2
C#CCOc1c(Br)cc(/C=N/O)cc1OCC,100,0
Cc1ccc(C)c(N(CC(=O)Nc2ccccc2)S(C)(=O)=O)c1,100,-0.5
O=C(c1ccco1)N(Cc1cccs1)c1ccc(F)cc1,105,-0.1
O=C(Nc1ccn(C2CC(OC(=O)c3ccccc3)C(CO)O2)c(=O)n1)c1ccccc1 (configuration not stated),101,-0.3
CCC(C)[C@H](NS(=O)(=O)c1cccc2ccccc12)C(=O)N[C@H](C=O)Cc1c[nH]c2ccccc12 (some centres not stated),104&103,1.1&0.7
Fc1cccc(Cl)c1CNCCSc1nnnn1-c1ccccc1,116,2.2
O=C(NCc1ccccn1)c1cccnc1SCCS(=O)(=O)c1ccc(C(F)(F)F)cn1,106,0.2
O=C(Cn1cc(SCc2cccc(C(F)(F)F)c2)c2ccccc21)N1CCCCCC1,113,-0.2
CCN(CC)c1nc(C)nc(Cl)c1Cc1ccccc1,102,0.2
CNC(=S)NC1CC2CCCC(C1)N2Cc1ccco1 (configuration not stated),102,0.1
COc1ccc(OC)c(NC(=O)Cn2cc(S(=O)(=O)c3ccccc3)c(=O)c3cc(C)ccc32)c1,111,0.9
CCOC(=O)Cn1c(=O)oc2cc(S(=O)(=O)NC(C)c3ccccc3)ccc21 (configuration not stated),107,0.4
Cc1cccc(NC(=O)COC(=O)/C=C/c2ccc(F)cc2)c1C,104,0.5
O=C1c2[nH]nc(-c3ccc(Br)cc3)c2C(c2cccs2)N1c1ccc(Cl)cc1 (configuration not stated),101,-0.4
Cc1occc(=O)c1OC(=O)c1ccccc1F,105,0.4
O=C(CSc1nnc(-c2ccoc2)c(-c2ccoc2)n1)c1ccc(-c2ccccc2)cc1,98,-1

# Remaining list, next part.
SMILES,PV pol inh,PV pol inh FP z-score
CC1(C)CC2CC(C)(CN2S(=O)(=O)c2ccccc2C(F)(F)F)C1 (configuration not stated),105,0.3
CCn1c(=O)c2cc(C(=O)NCc3cc(OC)ccc3OC)sc2c2ccccc21,108,0.5
COc1ccc(N(C=O)C(C(=O)Nc2c(C)cccc2C)c2ccc(Cl)cc2)cc1 (configuration not stated),102,-0.2
O=C(OCc1cc(=O)n2cc(Br)ccc2n1)c1ccco1,107,0.5
COC(=O)c1ccccc1S(=O)(=O)N1CCC(C(=O)NCCN2C(=O)S/C(=C\c3cccnc3)C2=O)CC1,107,-0.5
Fc1ccc(-c2nc(Nc3cccc(Cl)c3)nc3c2COc2ccccc2-3)cc1,107,-0.1
COc1ccc2c(c1)c(=O)c(C(=O)c1ccc(C)cc1)cn2Cc1ccccc1F,103,-1.2
CSc1n[nH]c(N)c1-c1ccccn1,103,0.5
CCOC(=O)Cc1csc(NC(=O)CSc2nc(=O)cc(N)n2-c2cccc(C)c2)n1,101,0
CCN1CCN(S(=O)(=O)c2ccccc2)CC1,98,-0.8
Cc1nc(SCC(=O)NC(C)(C#N)C2CC2)c2c(C)c(C)sc2n1 (configuration not stated),101,-0.2
Cc1ccc(S(=O)(=O)NNS(C)(=O)=O)cc1,99,-0.3
Cc1sc(C2C(C#N)=C(N)N(c3cccc(Cl)c3)C3=C2C(=O)CCC3)cc1CN1CCOCC1 (configuration not stated),111,1.6
N/C(=N\S(=O)(=O)c1ccc(Cl)cc1)N1CCSCC1,106,0.4
COC(=O)c1ccc(NC(=O)c2cc(S(=O)(=O)N3CCc4ccccc43)cn2C)cc1,112,1

# Compounds from the list above that have a tert-butyl group (4):
SMILES,PV pol inh,PV pol inh FP z-score
CC(C)(C)N1C(=O)c2ccccc2C1=O,102,0.1
CNc1nc(N)c(C(=O)C(C)(C)C)s1,100,0
CC(C)(C)c1ccc(OCCn2cc(C(=O)c3ccco3)c3ccccc32)cc1,105,0
CC(C)(C)c1ncc(S(=O)(=O)c2ccc(C(F)(F)F)cn2)c(N)n1,103,-0.3

# Continued.
SMILES,PV pol inh,PV pol inh FP z-score
CC1(C)OC(=O)C(=Cc2ccc3c(c2)OCO3)C(=O)O1,100,-0.4
CC(C)c1ccc(CNc2nc(-c3ccco3)nn2C(=O)c2ccc([N+](=O)[O-])cc2)cc1,99,-1.7
NCC(c1ccc(F)cc1)N1CCCCCC1 (configuration not stated),102,0
COc1ccc(C(=O)N(CC(=O)NC2CCCC2)Cc2ccc3c(c2)OCO3)cc1OC,104,0.9
Cc1c(NC(=O)C(C)(C)C)cccc1-c1nc2ccccc2s1,113,0.5
O=C(O)CSc1nnc(C2CCCCC2)n1/N=C/c1cccc(F)c1,109,-0.1
C=CCNC(=O)c1ccc2snnc2c1,103,0.3
CNC(=O)Nc1ccc2nc(C)oc2c1,100,-0.4
CCc1cccc(NC(=O)CSC2=Nc3ccccc3N=C(c3ccc(F)cc3)C2)c1,102,-1.1
Cc1ccc(C(=O)CC(C(=O)O)c2cn(CCC#N)c3ccccc23)cc1 (configuration not stated),100,-0.5
Cn1c(=O)c2c(-c3ccccc3Br)n(C(C)(C)C)cc2n(C)c1=O,99,-1.7
CC(C)N=C1NN=C(c2cccs2)CS1,103,0.1
Cc1ccc(S(=O)(=O)N(C)CC(=O)N2CCC(Cc3ccccc3)CC2)cc1,100,-0.5
CN(C(=O)Cn1c(=O)n(CCCCC(=O)NC2CCCC2)c(=O)c2ccccc21)C1CCCCC1,103,0.6
CCc1ccc(NC(=O)CN2C(=O)CCc3cc(S(=O)(=O)N4CCCCC4)ccc32)cc1,100,-0.4
CCn1ccc2c(OCC(=O)Nc3ccc(C)c(Cl)c3)cccc2c1=O,106,-0.2
O=C(O)c1ccn2c(C(=O)c3ccccc3)c(-c3ccccc3)cc2c1,101,-0.4
Cc1cccc(Cn2nc(-c3ccc4c(c3)OCO4)ccc2=O)c1,92,-0.3
CC(Sc1nc2ccccc2c(=O)[nH]1)C(=O)Nc1ccc(N2CCOCC2)cc1 (configuration not stated),99,-0.1
Fc1ccc(OCCc2nc(-c3ccc(C4SCCS4)cc3)no2)cc1,100,-0.6
